IDE inh = human IDE inhibitors in live cells, primary screen, fluorescence polarization, HEK cells, FAbetaB substrate. AID 434962, 2010. 320,000 compounds, 0.41% hits. inhibition, % at 5.59 µM. FAbetaB cleavage;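 active = percent inhibition above the average of all tested compounds plus 3 SD, set per screening campaign, cut at about 16% in these data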;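 note: IDE supplied by intact live HEK cells; FP after avidin binding of uncleaved biotin substrate so inhibition keeps polarization high; 0% = DMSO wells and 100% = 60 µM reference IDE inhibitor Ii1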
Target sequence (P14735 whole entry, looked up): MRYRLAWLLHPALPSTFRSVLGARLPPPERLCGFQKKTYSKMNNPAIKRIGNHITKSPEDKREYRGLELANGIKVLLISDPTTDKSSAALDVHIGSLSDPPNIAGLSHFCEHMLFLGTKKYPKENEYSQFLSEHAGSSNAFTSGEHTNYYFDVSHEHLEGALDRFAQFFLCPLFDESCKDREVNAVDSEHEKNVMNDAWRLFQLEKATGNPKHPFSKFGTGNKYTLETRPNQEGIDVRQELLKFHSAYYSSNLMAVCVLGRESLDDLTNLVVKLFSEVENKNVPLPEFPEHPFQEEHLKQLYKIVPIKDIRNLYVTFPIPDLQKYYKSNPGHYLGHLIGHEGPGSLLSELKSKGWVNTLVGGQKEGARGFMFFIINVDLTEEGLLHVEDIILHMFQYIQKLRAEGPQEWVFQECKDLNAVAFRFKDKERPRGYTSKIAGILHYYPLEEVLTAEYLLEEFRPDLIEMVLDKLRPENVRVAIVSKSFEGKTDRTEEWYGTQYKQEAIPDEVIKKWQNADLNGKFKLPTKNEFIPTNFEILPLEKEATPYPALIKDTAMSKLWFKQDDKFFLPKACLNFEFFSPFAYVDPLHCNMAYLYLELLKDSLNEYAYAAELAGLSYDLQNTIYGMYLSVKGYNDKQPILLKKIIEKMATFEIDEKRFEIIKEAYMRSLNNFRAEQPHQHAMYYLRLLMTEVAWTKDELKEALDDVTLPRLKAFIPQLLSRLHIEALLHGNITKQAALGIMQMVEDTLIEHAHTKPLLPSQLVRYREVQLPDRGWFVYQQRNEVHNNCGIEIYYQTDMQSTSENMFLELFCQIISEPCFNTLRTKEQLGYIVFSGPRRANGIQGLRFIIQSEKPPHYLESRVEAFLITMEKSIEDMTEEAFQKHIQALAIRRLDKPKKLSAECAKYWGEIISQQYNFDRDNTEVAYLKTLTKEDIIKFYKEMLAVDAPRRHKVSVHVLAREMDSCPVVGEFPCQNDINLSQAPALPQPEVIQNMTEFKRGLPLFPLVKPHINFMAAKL
CRFBP-R2 agonist = agonists of CRF-BP/CRF-R2 complex, primary screen, cell-based, HEK293, calcium dye fluorescence, uHTS | AID 588473, 2011 | 350,000 compounds, 0.46% hits | calcium dye fluorescence (FLIPR); percent of saturating CRF peptide response | activation, % at 13.2 µM;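 active = activation of at least 50%, plus an integration ratio under a set limit after plate pattern correction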;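 note: plate controls were neutral control wells without compound for no effect and CRF at EC100 for full effect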
M4 ag = human M4 muscarinic receptor agonists, primary screen, CHO-K1 cells, Fluo-8 calcium fluorescence; AID 624127, 2012; CHO-K1 hM4/Gqi5; vehicle 0%, full acetylcholine response 100%; 360,000 compounds, 0.14% hits; activation, % at 3 µM;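 active = activation above the run mean over all test wells plus 3 SD, cut at about 32% in these data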;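 note: peak over basal fluorescence ratio per well then scaled between controls; 0% = DMSO wells and 100% = acetylcholine at EC100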
M5 antag = human M5 muscarinic receptor antagonists, primary screen, CHO cells, Fluo-8 calcium fluorescence | 360,000 compounds, 0.59% hits | CHO-hM5 cells, ACh EC80 | Muscarinic acetylcholine receptor M5 (Homo sapiens), P08912 | inhibition, % at 3 µM;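 active = inhibition above a per-plate cutoff, the mean of that plate's test compounds plus 3 SD, cut at about 27% in these data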;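 note: 0% = acetylcholine EC80 with DMSO and 100% = DMSO without agonist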
CRFBP-R2 block = antagonists of CRF-BP/CRF-R2 complex, primary screen, cell-based, HEK293, calcium dye fluorescence, uHTS; 350,000 compounds, 0.59% hits; AID 588475, 2011; inhibition, % at 11.8 µM; CRF-induced calcium fluorescence;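 active = inhibition of the ligand-induced calcium signal above about 50% at the single tested concentration, limit read from the data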
M5 PAM = human M5 muscarinic receptor positive allosteric modulators, primary screen, CHO-K1 cells, Fluo-8 calcium fluorescence; CHO-K1 hM5, ACh EC20 PAM; 0% = ACh EC20, 100% = ACh EC100; activation, % at 3 µM; 360,000 compounds, 0.3% hits;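 active = activation above the run cutoff, the mean activation of all test compounds plus 3 SD, cut at about 18% in these data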
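system = human M5 receptor in CHO-K1 cells | compound = one concentration, 3 µM final (nominal) | schedule = Post-acetylcholine fluorescence recording 140 s | signal = Fluo-8 calcium dye fluorescence, kinetic read | benchmarks = low control EC20 acetylcholine (0%), high control EC100 acetylcholine (100%) | repeats = singlicate, one well per test compound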
M5 ag = human M5 muscarinic receptor agonists, primary screen, CHO-K1 cells, Fluo-8 calcium fluorescence. 360,000 compounds, 0.19% hits. CHO-K1 hM5 cells; 0% DMSO wells, 100% maximal acetylcholine response. activation, % at 3 µM;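 active = activation above the run's mean over test compounds plus 3 SD, cut at about 23% in these data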;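 note: signal is peak over basal fluorescence ratio across the kinetic read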
M4 PAM = human M4 muscarinic receptor positive allosteric modulators, primary screen, CHO-K1 cells, Fluo-8 calcium fluorescence; Muscarinic acetylcholine receptor M4 (Homo sapiens), P08173; CHO-K1 hM4/Gqi5, ACh EC20; 0% = ACh EC20, 100% = maximal ACh; AID 624126, 2012; activation, % at 3 µM; 360,000 compounds, 0.4% hits;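 active = activation above its plate's cutoff, the mean activation of sample wells plus 3 SD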; note: some results filed as inactive read as strong as hits
M4 antag = human M4 muscarinic receptor antagonists, primary screen, CHO cells, Fluo-8 calcium fluorescence. CHO-hM4 cells, ACh EC80. 360,000 compounds, 0.73% hits. inhibition, % at 3 µM;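 active = inhibition above its plate's cutoff, the mean inhibition of sample wells plus 3 SD, cut at about 27% in these data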;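 note: 0% = acetylcholine EC80 with DMSO and 100% = DMSO without agonist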
Numbers without * were called inactive; . = no result given.

SMILES	IDE inh	CRFBP-R2 agonist	M4 ag	M5 antag	CRFBP-R2 block	M5 PAM	M5 ag	M4 PAM	M4 antag
CC(C)c1nc2sc3c(=S)nc[nH]c3c2c2c1CCC2	-3	-1.4	1	-3	-16	9	4	7	0
CCOc1ccc2c(c1)-c1c(ssc1=S)C(C)(C)N2	0	-1.1	-2	-8	-1	0	-7	-5	-11
O=C(c1ccc(=O)n(Cc2ccccc2)n1)N1CCN(C/C=C/c2ccccc2)CC1	0	3.0	6	6	-13	-14	-12	-3	-2
O=C1CCC(=O)N(c2ccccc2)N1	-6	1.4	0	2	-19	-1	0	-3	4
O=C(COc1ccc(Cl)cc1Cl)N1CCN(c2ccccn2)CC1	4	-0.5	1	8	-10	0	-2	7	4
Cc1ccc(C)c(NC(=O)CC2Sc3ccccc3NC2=O)c1 (stereo unspecified)	.	-1.7	0	9	-10	-5	1	0	-6
COc1ccccc1CNS(=O)(=O)c1ccc2[nH]cc(C(=O)O)c(=O)c2c1	2	1.4	1	-4	15	5	-3	15	-2
CCCc1nc2c(sc3nc4c(cc32)COC(C)(C)C4)c(=O)n1Cc1ccco1	1	0.0	4	5	-3	1	3	0	10
O=C(NCCNC(=O)c1ccc(Cl)cc1Cl)c1ccco1	1	0.8	1	-11	-15	6	-2	16*	-16
O=C(Nc1ccc(F)cc1)c1ccc(-n2cncn2)c([N+](=O)[O-])c1	0	0.9	10	-7	5	-5	8	-7	-9
Cc1ccc(C(=O)CCC(=O)N2CCN(c3ccccc3O)CC2)cc1	2	-1.3	9	7	-8	-10	-4	6	-19
COc1ccc(C2=C(SC)CC2=NC(C)(C)C)cc1	3	14	2	-3	-14	-1	-5	10	-11
CCC1Oc2ccccc2N(CC(=O)NCCN2CCc3ccccc3C2)C1=O (stereo unspecified)	2	-0.6	1	-3	0	2	-1	7	-8
Cc1c(CCC(=O)O)c(=O)oc2cc(OCc3ccccc3Br)ccc12	1	-0.3	1	-6	15	-1	-4	10	-20
Cc1noc(C)c1-c1ccc(C(=O)Nc2cccc(NS(C)(=O)=O)c2)c2occc12	.	.	18	8	.	-10	2	-9	-1
c1ccc(COc2cccc(CN3CCc4ccccc4C3)c2)cc1	0	-0.1	-1	5	0	2	-3	-5	-3
O=C(Nc1nc2ccc(S(=O)(=O)N3CCCCC3)cc2s1)c1cccnc1	2	0.1	7	11	-14	-7	5	-8	11
CC(=O)Nc1ccc(CN2CCC(N3CCC(C(=O)NC4CC4)CC3)CC2)cc1	.	0.3	0	4	1	0	0	-5	-8
CCCCNC(=O)c1nc(-c2cccc(C(F)(F)F)c2)oc1-c1ccc(OC(F)(F)F)cc1	.	.	1	3	.	-1	0	-6	2
CCc1ccccc1NC(=O)C(Cc1ccccc1)c1nn[nH]n1 (stereo unspecified)	-3	-0.9	4	23	-2	1	0	2	8

As a working copy, 2 of the compounds above:
SMILES	IDE inh	CRFBP-R2 agonist	M4 ag	M5 antag	CRFBP-R2 block	M5 PAM	M5 ag	M4 PAM	M4 antag
CC(C)c1nc2sc3c(=S)nc[nH]c3c2c2c1CCC2	-3	-1.4	1	-3	-16	9	4	7	0
CCOc1ccc2c(c1)-c1c(ssc1=S)C(C)(C)N2	0	-1.1	-2	-8	-1	0	-7	-5	-11

(cont.)
SMILES	IDE inh	CRFBP-R2 agonist	M4 ag	M5 antag	CRFBP-R2 block	M5 PAM	M5 ag	M4 PAM	M4 antag
COc1ccc(-c2cc(C(=O)Nc3ccc(F)cc3F)no2)cc1	2	3.8	0	4	-20	-4	-3	1	1
O=C(NC1CC1)C1CCN(C2CCN(Cc3ccccc3C(F)(F)F)CC2)CC1	2	0.7	0	6	-7	-1	-7	-1	7
O=C(COC(=O)c1ccc2c(c1)OCCO2)NCc1ccccc1Cl	-2	-0.3	1	13	19	-1	-1	2	-10
O=C(CN1CCCCC1)Nc1nnc(-c2ccc([N+](=O)[O-])cc2)s1	1	9.6	2	3	12	-9	2	18	-8
CCOC(=O)c1cccc(S(=O)(=O)N(CCO)Cc2cc3cc(OC)ccc3[nH]c2=O)c1	4	-1.1	5	3	9	-2	1	18	-7
O=C(Nc1c(C(=O)N2CCOCC2)oc2ccccc12)c1cccc([N+](=O)[O-])c1	-2	-0.6	1	13	-5	3	-1	-2	5
O=C(O)COc1ccccc1/C=N/Nc1ccc(S(=O)(=O)Nc2ccc(Cl)cc2)cc1[N+](=O)[O-]	1	-1.6	-1	7	6	-12	10	0	-8
C/C(=N\Nc1nc2ccccc2[nH]1)c1ccc(Cl)s1	1	-3.6	2	1	-28	-8	-4	7	-3
CC(Oc1ccccc1)C(=O)N1CCN=C1SCc1ccccc1F (stereo unspecified)	4	1.2	0	10	10	-1	-2	-2	-1
Cc1ccc(NC2=C(NC(=O)c3ccccc3)C(=O)c3ccccc3C2=O)cc1Cl	3	-1.1	8	6	-33	-9	-1	-17	7
O=C(NCCSCc1ccccc1)c1ccc(Cl)c(S(=O)(=O)N2CCOCC2)c1	4	-0.4	8	-6	4	-26	-7	-9	-4
Cc1cc(NC(=O)COC(=O)c2ccc(S(=O)(=O)N3CCCC3)cc2)no1	-4	0.0	1	2	-8	3	-2	2	5
O=C(/C=C/c1ccc(Cl)cc1Cl)n1cccn1	3	1.8	0	-6	-9	4	-1	13	4
CCn1c2ccccc2c2nnc(SCC(=O)Nc3c(C)n(C)n(-c4ccccc4)c3=O)nc21	-3	-2.2	4	-12	23	-4	-7	-2	-14
COc1ccc(S(=O)(=O)Nc2ccccc2OC)cc1C	-2	-1.6	2	15	-7	-3	-2	0	5
CC(C)(Cc1ccc(O)cc1)NC(=O)CC(=O)N/N=C/c1ccc(Cl)cc1	0	4.2	4	1	8	-1	-1	-2	6
CN1CCN(/N=C/c2ccc(Br)cc2)CC1	-1	-0.5	5	10	-6	-1	0	0	5
Cc1ccc(S(=O)(=O)NC(CC(C)C)C(=O)Nc2nccs2)cc1 (stereo unspecified)	0	-3.7	1	2	-13	0	0	1	0
Cc1cc(OCCNCCO)cc(C)c1Cl	-1	3.3	4	1	-12	2	-1	16	-3
CSCCC(NS(=O)(=O)c1ccc2c(c1)oc(=O)n2C)C(=O)NCc1ccccc1 (stereo unspecified)	1	-1.4	0	-2	8	6	4	-2	0
O=C(CSc1ccccc1C(=O)O)NC1CCCCCC1	1	-0.2	0	-4	11	7	2	11	-1
Nc1nnc(Cc2ccc(Cl)cc2Cl)s1	-2	0.6	0	5	-20	-2	3	-4	2
O=C(NCCc1ccccc1)C(=O)NCC1OCCN1S(=O)(=O)c1ccccc1 (stereo unspecified)	0	0.7	1	-7	3	7	2	5	-6
COc1ccc(/C=N/Nc2nn3cnnc3c3ccccc23)cc1	-7	1.2	0	-5	-2	9	4	-16	1
CN(Cc1ccon1)C(=O)CC1C(=O)NCCN1Cc1ccccc1C(F)(F)F (stereo unspecified)	.	-0.1	1	0	-5	3	-1	-3	-1
CCN(C1CCS(=O)(=O)C1)S(=O)(=O)c1ccc(OC)c(OC)c1 (stereo unspecified)	2	-0.4	1	6	1	0	2	23*	-8
COc1ccc(CCNC(=O)COc2ccc(S(=O)(=O)N3CCOCC3)cc2)cc1	-3	-1.6	1	4	5	3	2	21	16
O=C(CCC(=O)c1cccs1)NC1CCCCCC1	6	-2.1	1	3	4	3	-2	2	-3
Cc1cccn2c(=O)c(C=NCc3ccccc3)c(NCCO)nc12	-4	-1.4	1	3	-15	2	0	-7	10
CC(C)N(Cc1cc2ccccc2[nH]c1=O)C(=O)c1cccc([N+](=O)[O-])c1	0	-0.7	2	-9	4	17	-9	7	3

Of the compounds above, two contain bromine:
SMILES	IDE inh	CRFBP-R2 agonist	M4 ag	M5 antag	CRFBP-R2 block	M5 PAM	M5 ag	M4 PAM	M4 antag
Cc1c(CCC(=O)O)c(=O)oc2cc(OCc3ccccc3Br)ccc12	1	-0.3	1	-6	15	-1	-4	10	-20
CN1CCN(/N=C/c2ccc(Br)cc2)CC1	-1	-0.5	5	10	-6	-1	0	0	5

Following part.
SMILES	IDE inh	CRFBP-R2 agonist	M4 ag	M5 antag	CRFBP-R2 block	M5 PAM	M5 ag	M4 PAM	M4 antag
CSc1nn2c(C(F)(F)F)cc(C(F)(F)F)nc2c1C(N)=O	2	-3.3	1	8	-12	2	4	-1	-3
CCOC(=O)c1ccc(-c2c(-c3ccc4c(c3)OCO4)noc2C)cc1F	3	2.7	0	0	16	5	-8	0	6
CCOc1ccc(NC(=O)Cn2ncc3ccccc32)cc1	.	-3.0	0	9	19	-5	-3	-8	7
O=C(Nc1cc(S(=O)(=O)N2CCOCC2)ccc1O)c1ccc(NS(=O)(=O)c2ccc(Cl)s2)cc1	-2	-1.6	-1	-3	-2	4	1	-5	5
COC(=O)C[C@H]1CC[C@@H](NS(=O)(=O)c2ccc(C)cc2)[C@@H](CO)O1	.	.	3	-2	.	-1	3	13	-33
COc1ccc(S(=O)(=O)N2CCN(C(=S)NCCc3ccccc3)CC2)cc1	4	3.6	9	10	-2	-5	-2	-1	-1
O=C(CCS(=O)(=O)Cc1ccccc1)Nc1ncc([N+](=O)[O-])s1	-2	-1.3	3	8	7	-4	-2	6	1
CN(C(=O)c1cccc(NC(=O)Cc2cccc(NC(=O)C3CCCN(C(=O)C4CC4)C3)c2)c1)C1CC1 (stereo unspecified)	.	-1.0	0	3	-9	-2	1	3	2
COC(=O)c1ccc(Oc2c(C)oc3c(CN4CCN(C)CC4)c(O)ccc3c2=O)cc1	1	1.2	1	-7	14	-18	-5	-10	17
COc1ccc(C(c2nnnn2Cc2ccccc2)N2CCN(C(=O)c3ccco3)CC2)cc1 (stereo unspecified)	8	1.4	3	-9	14	-2	0	3	0
COc1ccc(OC)c(C(c2nnnn2CCc2ccccc2)N2CCN(c3ccccc3)CC2)c1 (stereo unspecified)	5	23	-1	-4	-19	-12	-10	0	-2
CCN(CC)C(=O)c1cn(-c2ccccc2)nc1-c1ccc2c(c1)OCCO2	-3	-1.4	1	-5	-37	-1	4	-10	6
COc1ccc(C(C)=O)cc1COC(=O)CCNS(=O)(=O)c1ccc(C)c(C)c1	4	0.3	8	4	8	-10	2	-4	-9
COC(=O)[C@H](CCSC)NC(=O)NCc1ccc(S(N)(=O)=O)cc1	7	5.6	1	7	10	-4	-1	9	9
COc1ccc(CCNC(=O)COC(=O)c2cc(=O)[nH]c3ccccc23)cc1	1	0.7	12	-1	-13	-2	7	0	-22
CCc1ccc(Nc2nnc(SCC(=O)Nc3cccnc3Cl)s2)cc1	-8	0.9	-1	1	-10	-2	-5	-4	0
CC(NC(=O)CNC(=O)c1ccccc1F)c1ccc(-n2ccnc2)cc1 (stereo unspecified)	3	0.2	0	-2	3	14	6	5	-5
CCCc1cc(=O)[nH]c(SCC(=O)Nc2c(C)n(C)n(-c3ccccc3)c2=O)n1	0	0.3	0	24	4	-13	-1	3	-6
c1ccc(-c2cn3ccccc3n2)cc1	.	-1.9	2	8	6	-3	2	1	0
COc1ccccc1C(NC(=O)C1CCN(CCOc2ccc(Cl)cc2Cl)CC1)c1ccccn1 (stereo unspecified)	.	.	9	-1	.	-1	0	-3	-9
